HIV peptide binding = cell-free HIV fusion peptide-binding blockers – biochemical, uHTS, fluorescence dequenching, primary screen (AID 1986); 290,000 tested, 0.3% active; inhibition, % at 20 µM; hits with a dose series show IC50 in µM; cell-free peptide binding, fluorescence dequenching, 30 min; higher % means a stronger effect; in the data active = inhibition mostly above about 52%, no sharp cut-off; inactive = mostly below about 76%; note: some results filed as inactive read as strong as hits
NOD1 NF-kB reporter = inhibition of NOD1-driven NF-kB reporter – cell-based, luminescence, uHTS, primary screen (AID 1578) | NOD1-driven NF-kB luciferase reporter cells, luminescence; higher % means a stronger effect | inhibition, % at 4 µM; hits with a dose series show EC50 in µM | 290,000 tested, 1% active; in the data active = inhibition mostly above about 36%, no sharp cut-off; inactive = mostly below about 34%;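 note: HEK-293T reporter cells stimulated with the NOD1 agonist gamma-tri-DAP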
Myeloid diff MLP = compounds promoting myeloid differentiation. ER-HoxA9 myeloid progenitors, lysozyme-GFP differentiation, flow cytometry. calls only at 10 µM. 360,000 tested, 1% active. AID 624256;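 active = normalized GFP-positive differentiation at or above the plate's own cutoff, the solvent-only control mean plus 3 SD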;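 note: cells exposed to compound for four days before flow analysis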
KOR beta-arrestin-1 = kappa opioid receptor activators – cell-based, luminescence, uHTS, primary screen (AID 1777); 280,000 tested, 0.02% active; KOR beta-arrestin recruitment, luminescence; higher % means a stronger effect; activation, % at 10 µM, or EC50 in µM where a hit was titrated; in the data active = activation above about 50%, passing the limit was not always enough; note: a part of the inactive calls stands beside numbers as strong as those of hits
GPR55 beta-arrestin = selective activators of receptor GPR55 – imaging, U2OS cells, beta-arrestin-GFP redistribution, primary screen (AID 1961). 290,000 tested, 0.048% active. U2OS GPR55 beta-arrestin-GFP redistribution imaging; higher % means a stronger effect. activation, % at 10 µM; hits with a dose series show EC50 in µM;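 active = activation above 40% with more than 50 cells counted in the well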;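 note: U2OS osteosarcoma cells stably expressing GPR55 and beta-arrestin-GFP; plate controls were DMSO negative control for no effect and LPI positive control for full effect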
GPR55 antagonists = GPR55 antagonists blocking LPI-driven arrestin recruitment, primary screen, imaging, U2OS, beta-arrestin-GFP, LPI agonist (AID 2013) | U2OS GPR55 beta-arrestin-GFP translocation imaging, LPI antagonism; higher % means a stronger effect | one-dose inhibition, % at 10 µM; IC50 in µM for titrated hits | 290,000 tested, 0.13% active;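 active = spots per cell inhibited over 60%, with over 100 cells counted and total cytoplasm intensity under 500,000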;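 note: U2OS cells stably carrying GPR55 and arrestin-GFP stimulated by 5 µM LPI near EC80; imaged beta-arrestin-GFP aggregate spots per cell after agonist stimulation; plate controls were LPI-stimulated DMSO wells for no effect and DMSO wells without LPI for full effect; some results filed as inactive read as strong as hits; confirmed hits need IC50 under 10 µM and bright autofluorescent wells are also inconclusive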
NOD2 inhibition = NOD2 signaling inhibitors, cell-based, luminescence, uHTS, HEK293 (AID 1566); HEK293 NOD2/NF-kB luciferase reporter, luminescence; higher % means a stronger effect; one-dose inhibition, % at 4 µM; EC50 in µM for titrated hits; 290,000 tested, 0.63% active; note: many of its hits are not listed in these tables
GPR35 arrestin U2OS = GPR35 antagonists blocking zaprinast-driven arrestin recruitment, primary screen, imaging, U2OS, beta-arrestin-GFP, zaprinast agonist (AID 2058); U2OS GPR35 beta-arrestin-GFP translocation imaging, zaprinast antagonism; higher % means a stronger effect; inhibition, % at 10 µM, or IC50 in µM where a hit was titrated; 290,000 tested, 0.052% active;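 active = inhibition of at least 50% with at least 30 cells and total cytoplasm GFP at most 10,000,000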
KOR beta-arrestin-2 = kappa opioid receptor blockers – cell-based, luminescence, uHTS (AID 1778). KOR beta-arrestin recruitment, luminescence, antagonist mode; higher % means a stronger effect. one-dose inhibition, % at 10 µM; IC50 in µM for titrated hits. 290,000 tested, 0.091% active; note: strong numbers were not always called active
Myeloid diff MLP GFP+ MAC1+ % = recorded beside Myeloid diff MLP, whose call it bears; GFP+ MAC1+ double positive, %; measured here: differentiation confirmed by MAC1 staining
An asterisk follows results filed as active; i = inactive; / = not tested or not shown; + = active, no number; [ ] = remark or other dose. Cut-off read from the data, not from the text of the source, unless noted: active = inhibition above about 50%; inactive = the rest.

molecule	NOD2 inhibition	GPR55 beta-arrestin	HIV peptide binding	NOD1 NF-kB reporter	KOR beta-arrestin-1	GPR55 antagonists	GPR35 arrestin U2OS	Myeloid diff MLP	Myeloid diff MLP GFP+ MAC1+ %	KOR beta-arrestin-2
Cc1ccc(C)c(OCc2cc(C(=O)N3CCC(N4CCCC(O)C4)CC3)no2)c1 (centres undefined)	-14%	-0.1%	3.2%	-6%	5.0%	16%	-13%	i	1.9	-4%
N=C1/C(=C\c2coc3ccccc3c2=O)C(=O)N=C2SC=CN12	6%	-1.9%	146%	-10%	5.3%	3%	-2%	i	0.1	-11%
CCC1CCCCN1C(=O)c1cccc(S(=O)(=O)Nc2cc(C(F)(F)F)ccc2Cl)c1 (centres undefined)	-3%	0.6%	12%	-24%	2.8%	8%	1%	i	0.6	-36%
C/C(=N\c1nc2ccccc2n1C)c1cc(Cl)ccc1O	1%	0.0%	-1.2%	2%	4.7%	-14%	2%	/	/	8%
O=C(Cn1nc(-c2nn(CC(=O)c3ccccc3)c3[n+]2CCCCC3)[n+]2c1CCCCC2)c1ccccc1	16%	-0.2%	1.1%	6%	-1.3%	8%	-5%	i	0.4	21%
COc1ccccc1/C=C1\CCCC2=C1Nc1nnnn1C2c1ccccc1OC (centres undefined)	-2%	2.3%	1.6%	-9%	2.0%	20%	3%	i	0.1	-2%
O=C(CN1C(=O)c2ccccc2S1(=O)=O)NCCSC1CCCCC1	-2%	0.0%	-1.4%	-1%	0.7%	-6%	9%	i	0.2	31%
Cc1cc2[nH]c(=O)c(=O)[nH]c2cc1S(=O)(=O)Nc1cccc(Cl)c1	6%	-0.1%	2.3%	-12%	-4.5%	1%	0%	i	1.8	15%
C/C(=N\NC(=S)Nc1cc(S(=O)(=O)N2CCOCC2)ccc1Cl)c1ccccc1F	-15%	-0.2%	-4.1%	-16%	9.0%	10%	-11%	i	0.4	-5%
Nc1ccccc1C(=O)NNC1=C(C(=O)C(F)(F)F)CCC1	6%	-0.1%	1.0%	8%	2.7%	22%	9%	+	2.6*	-16%
CC1=NNC(=O)C1CCC(=O)N/N=C/c1ccc(Cl)cc1Cl (centres undefined)	24%	-0.3%	-2.3%	2%	-1.7%	6%	-5%	i	0.4	-7%
CN(C)Cc1cc(C(C)(C)c2cc(CN(C)C)c(O)c(CN(C)C)c2)cc(CN(C)C)c1O	18%	-0.5%	-0.1%	-32%	-6.8%	1%	7%	i	2.4	-12%
O=C(NCCOc1nc(N2CCCCC2)nc(N2CCCCC2)n1)Nc1ccccc1	27%	-0.1%	4.1%	-20%	-1.6%	4%	-13%	i	0.2	-11%
O=C(NC1CCN(C(=O)NCc2ccccc2)CC1)c1ccco1	6%	-0.3%	-2.7%	-8%	-8.3%	-2%	1%	i	1.1	6%
O=C(CN1CCCN(Cc2ccc(F)cc2Cl)C1=O)NC1CCCCCC1	12%	-0.1%	-1.2%	-5%	0.5%	-1%	-17%	i	5.2	-8%
CN(C)S(=O)(=O)c1ccc(C(=O)NCC[N+]2(C)CCCCCC2)o1	3%	-0.3%	0.5%	-16%	-1.8%	10%	-3%	i	0.5	-28%[20 µM]
O=C(COC(=O)Cc1ccc(Br)cc1)NC1CCCCC1	6%	0.7%	0.5%	-37%	-1.8%	2%	-2%	i	0.3	32%
COc1cc(C)ccc1S(=O)(=O)NC1CC(C)(C)NC(C)(C)C1	8%	-0.1%	1.2%	42%	-3.4%	-7%	-1%	i	0.7	-40%[20 µM]
CC(=O)Oc1ccccc1/C=C1\CCOC1=O	3%	0.1%	-0.1%	5%	-6.1%	1%	-17%	i	0.9	-1%
COc1ccc(NC(=S)N(CCO)Cc2ccccc2)cc1	12%	0.0%	0.5%	-27%	-3.5%	0%	-4%	i	0.7	-9%
Cc1nc(NCCc2ccccc2)c(C#N)c(C)c1[N+](=O)[O-]	21%	-0.1%	-3.5%	4%	3.5%	3%	13%	i	0.2	-103%
COc1cccc(O)c1CN1CCC(n2nccc2NC(=O)c2ccc3c(c2)OCO3)CC1	3%	-0.1%	0.0%	-20%	-0.3%	28%	-5%	i	2.6	18%
Cc1cccc2cc(CN(CCN3CCOCC3)C(=O)NCc3ccccc3)c(=O)[nH]c12	7%	0.1%	-1.5%	10%	-1.6%	-3%	14%	i	0.4	3%
CCOCCCn1c(=S)[nH]c2cc(C(=O)N3CCOCC3)ccc2c1=O	16%	-0.1%	28%	-8%	6.3%	5%	2%	i	0.5	-12%
COc1ccc(NC(=O)Nc2ccccc2C(=O)N2CCCC2)cc1	-3%	-0.1%	-0.8%	11%	-1.8%	3%	-1%	i	1.1	-36%
CCCSc1nn2c(=O)c3ccccc3nc2s1	-112%	-0.1%	0.9%	-75%	-2.3%	2%	6%	i	0.6	21%
CC(C)(C)NC(=O)C1N(c2cccnc2)C(=O)C2C(C(=O)Nc3ccccc3)C3(C)C=CC21O3 (centres undefined)	11%	0.0%	-0.9%	/	2.8%	-5%	2%	i	0.6	5%
O=C(N/N=C1\CC2CC=CC12)c1ccc(COc2ccccc2)cc1 (centres undefined)	0%	-0.2%	-2.9%	12%	-2.1%	4%	2%	i	0.1	13%
COc1ccc(C)cc1NC(=O)C(NC(=O)c1cc(OC)c(OC)c(OC)c1)C(C)C (centres undefined)	8%	0.6%	-0.2%	-45%	-2.7%	7%	-3%	i	0.1	11%
CCN(CC)C(=O)c1cnn(-c2ccccc2)c1NC(=O)c1cccs1	11%	0.6%	-0.8%	-21%	3.6%	12%	-1%	i	0.9	31%
O=C(Cn1c(=O)n(-c2ccc(F)cc2)c(=O)c2sccc21)N1CCCC1	11%	0.0%	-3.3%	-19%	-0.1%	2%	-3%	i	13	0%
Cc1ccc(C(=O)NCC(=O)OC(C)C(=O)Nc2ccc(N(C)C)cc2)cc1C (centres undefined)	5%	-0.2%	-1.5%	-29%	-5.0%	-11%	1%	/	/	-12%
COc1ccc(C(NC(=O)c2ccccc2F)NC(=O)c2ccccc2F)cc1	0%	0.7%	0.5%	-30%	4.3%	4%	0%	i	0.6	28%
Cc1ccc(NC(=O)Cn2c(C)cc(C)c(C#N)c2=O)c(Cl)c1	5%	1.0%	1.4%	-2%	3.0%	3%	-7%	i	3.7	-14%
Cc1cccc(NC(=O)NCC(c2cccnc2)N2CCOCC2)c1 (centres undefined)	14%	0.3%	-0.8%	1%	0.0%	2%	-1%	i	0.9	-8%
COc1cc(OC)cc(C(=O)OCCCOC(=O)c2cc(OC)cc(OC)c2)c1	13%	-0.2%	-1.6%	-7%	-0.1%	19%	-9%	i	3.6	10%
Nc1c(-c2ccccc2)cnn1-c1cccc(Cl)c1	-74%	0.4%	-1.1%	0%	-5.7%	-11%	-3%	i	0.5	8%
CC(C)=CCN1CCN(Cc2cccn2-c2nccs2)CC1CCO (centres undefined)	-13%	-0.1%	-1.4%	-28%	/	8%	-1%	i	0.4	2%[20 µM]
O=C1N=c2ccc(Br)cc2=C1c1sc(=O)[nH]c1O	21%	-0.1%	19%	-8%	-0.6%	-10%	-25%	/	/	13%
NC(=NC(=O)c1ccccc1)C1=C(O)CCC1=O	-6%	-0.3%	11%	0%	33%	-1%	-1%	/	/	-28%
Cc1nc2cccc(C(=O)Oc3ccc([N+](=O)[O-])cc3)c2o1	15%	-0.3%	-1.8%	-29%	2.6%	-6%	-20%	i	0.7	1%
OC1C2CN3CCN(C2)CC1(Cc1ccccc1)C3 (centres undefined)	6%	-0.3%	-1.4%	-8%	0.3%	6%	11%	i	1.0	-10%
COc1ccccc1C(=O)Nc1ccc2c(c1)n(C)c(=O)n2C	1%	-0.2%	-1.5%	-43%	0.2%	-2%	-2%	i	0.3	5%
COc1ccc(N(C(=O)c2snc(C(N)=O)c2N)C(C(=O)NC2CCCC2)c2ccco2)cc1OC (centres undefined)	17%	-0.1%	-0.4%	-3%	1.6%	2%	6%	i	1.2	-14%
COc1ccc(CNC(=O)Cn2c(=O)n(CCC(=O)N3CCCCC3)c(=O)c3sccc32)cc1	26%	-0.1%	2.4%	10%	1.7%	1%	-8%	i	5.0	-33%
Cc1cc(C)c(C#N)c(Nc2ccc3c(c2)OCCO3)n1	14%	0.2%	-1.4%	4%	2.9%	3%	6%	i	1.6	24%
CCOC(=O)N1CCN(S(=O)(=O)c2ccc(C)cc2)C1	-2%	0.5%	-1.0%	-13%	4.2%	-1%	6%	i	0.5	-3%
O=C(NC(=S)Nc1ccc(O)cc1)c1ccccc1Cl	-43%	-0.1%	-1.0%	3%	/	8%	5%	i	0.2	5%[20 µM]
Cc1ccc2cc(CN(Cc3ccco3)C(=S)NCC3CCCO3)c(=O)[nH]c2c1C (centres undefined)	0%	0.3%	12%	-17%	9.4%	-2%	-5%	i	0.5	13%
Cc1nc2ccc(NC(=O)NCCCO)cc2s1	-20%	0.0%	2.3%	-27%	5.0%	-13%	2%	i	1.3	-48%
Cc1ccc(C)c(C(C)NC(=O)C2CCCC2)c1 (centres undefined)	13%	-0.1%	-0.5%	-4%	-2.2%	13%	8%	i	0.0	6%
Cc1ccccc1NC(=O)Cc1nnc(SCc2ccc(Cl)c(Cl)c2)n1C	-6%	-0.3%	-0.3%	-16%	-2.9%	-5%	8%	i	8.9	16%
CCOC(=O)C1(CC2CCCCO2)CCN(C(=O)Nc2ccccc2)CC1 (centres undefined)	-23%	-0.3%	-0.9%	-14%	0.8%	10%	-7%	i	0.3	-7%

Sorted by value in GPR35 arrestin U2OS (largest number first): three from the list above.
SMILES	GPR35 arrestin U2OS
O=C(N/N=C1\CC2CC=CC12)c1ccc(COc2ccccc2)cc1 (centres undefined)	2%
COc1ccccc1C(=O)Nc1ccc2c(c1)n(C)c(=O)n2C	-2%
COc1ccc(CNC(=O)Cn2c(=O)n(CCC(=O)N3CCCCC3)c(=O)c3sccc32)cc1	-8%

Screens as filed in PubChem.

Some of the compounds tested; rates above refer to the full screens.
